MLLE-PAM2 inh: inhibitors of PABP1 MLLE–PAM2 peptide binding, primary screen, biochemical, fluorescence polarization, FITC-PAM2, GST-MLLE. inhibition, % at 20 µM. 360,000 compounds, 0.36% hits. AID 588489, 2011. Polyadenylate-binding protein 1 (Homo sapiens), P11940; in the data active means inhibition above about 35%, passing the limit was not always enough;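 further: plate controls were DMSO wells with GST-MLLE for no effect and wells lacking GST-MLLE protein for full effect; some results filed as inactive read as strong as hits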
Rin1-Abl PPI inh: inhibitors of Rin1-Abl protein binding, primary screen, biochemical, TR-FRET | Tyrosine-protein kinase ABL1 (Homo sapiens) + Ras and Rab interactor 1 (Homo sapiens), … | inhibition, % at 7.35 µM | 360,000 compounds, 0.4% hits; in the data active means inhibition above about 5%, passing the limit was not always enough
NRP1-CendR mod: modulators of CendR peptide binding to NRP-1, primary screen, biochemical, fluorescence polarization, uHTS; inhibition, % at 25 µM; 360,000 compounds, 0.85% hits; Neuropilin-1 (Homo sapiens), O14786; AID 602438, 2012; FAM-RPARPAR peptide binding to NRP-1;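 active means inhibition or corrected inhibition above about 18%, plus a signal ratio from 0.5 to 1.5, limit read from the data, passing the limit was not always enough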; further: strong numbers were not always called active
Target sequence (O14786 whole entry, looked up): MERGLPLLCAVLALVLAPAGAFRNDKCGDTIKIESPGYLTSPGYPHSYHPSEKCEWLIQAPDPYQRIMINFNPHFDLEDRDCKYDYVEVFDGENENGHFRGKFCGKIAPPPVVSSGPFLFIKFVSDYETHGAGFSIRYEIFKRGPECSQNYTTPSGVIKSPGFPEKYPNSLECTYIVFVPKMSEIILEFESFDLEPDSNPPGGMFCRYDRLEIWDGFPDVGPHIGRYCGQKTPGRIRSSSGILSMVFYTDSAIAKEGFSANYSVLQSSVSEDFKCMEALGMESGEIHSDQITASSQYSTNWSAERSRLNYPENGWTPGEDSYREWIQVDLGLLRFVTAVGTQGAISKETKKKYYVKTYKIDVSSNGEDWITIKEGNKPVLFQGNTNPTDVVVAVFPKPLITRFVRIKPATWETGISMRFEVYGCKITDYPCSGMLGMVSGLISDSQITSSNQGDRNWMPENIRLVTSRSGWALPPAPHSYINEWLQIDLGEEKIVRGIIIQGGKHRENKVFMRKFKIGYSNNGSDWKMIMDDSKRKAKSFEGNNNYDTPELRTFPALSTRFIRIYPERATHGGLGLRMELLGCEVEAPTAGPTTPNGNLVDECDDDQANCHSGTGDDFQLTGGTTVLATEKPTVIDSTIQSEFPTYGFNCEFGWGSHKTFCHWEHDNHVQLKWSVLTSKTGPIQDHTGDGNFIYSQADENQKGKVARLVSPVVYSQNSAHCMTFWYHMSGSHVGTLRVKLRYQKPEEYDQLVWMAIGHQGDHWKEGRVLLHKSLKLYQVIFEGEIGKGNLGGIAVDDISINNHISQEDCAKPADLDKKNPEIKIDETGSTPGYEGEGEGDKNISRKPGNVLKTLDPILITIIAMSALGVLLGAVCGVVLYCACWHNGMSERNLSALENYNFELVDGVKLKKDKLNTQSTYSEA
MsrA act: bovine MsrA enzyme activators, primary screen, biochemical, absorbance, HTS; Methionine sulfoxide reductase A (Bos taurus); purified bovine MsrA, absorbance read-out; activation, % at 10.6 µM; 360,000 compounds, 0.3% hits; in the data active means activation above about 7.5%;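 further: 0% = vehicle and 100% = reference activator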
SKN-1 block: suppressors of acrylamide-induced Pgst-4::GFP reporter in worms, primary screen, SKN-1 inhibitor project, whole organism, uHTS, GFP/RFP fluorescence ratio, strain VP596; 360,000 compounds, 0.49% hits; AID 624304, 2012; inhibition, % at 21.8 µM; C. elegans VP596 Pgst-4::GFP/RFP ratio, 24 h;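 active means interference check ratio from 0.5 to 1.5 plus GFP to RFP signal ratio inhibition reaching or exceeding a fixed threshold, cut at about 30% in these data, passing the limit was not always enough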; further: some compounds called inactive have numbers as strong as hits
MT1-MMP act inh: blockers of MT1-MMP proenzyme processing, primary screen, HT1080 RFP-PRO-GFP cells, GFP/RFP fluorescence; Matrix metalloproteinase-14 (Homo sapiens), P50281; GFP/RFP ratio fluorescence, overnight; percent of plate control window, DMSO zero; GFP/RFP ratio change, % at 20 µM; 360,000 compounds, 0.061% hits; AID 651647, 2012;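 active means GFP/RFP ratio change of at least 30% with cell ATP level not reduced by more than half and red fluorescence within 50% of control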; further: strong numbers were not always called active
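Material: RFP-PRO-GFP reporter HT1080 cells. Dosing: single-point 20 µM compound, 1% DMSO. Controls: DMSO and RFP-L50D-GFP cell wells. Timing: cells overnight before dosing, compound overnight, 37 °C, 5% CO2. Measure: GFP/RFP fluorescence ratio.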
FAS TE block: FAS thioesterase domain inhibitors, primary screen, biochemical, fluorescence intensity, uHTS. Fatty acid synthase (Homo sapiens), P49327. recombinant FAS-TE, OMFH fluorogenic substrate, fluorescence endpoint. inhibition, % at 15 µM. 360,000 compounds, 0.67% hits. AID 602261, 2012;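 active means compounds whose normalised, plate-corrected inhibition of enzyme fluorescence in the single-dose primary screen is 50% or more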;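 further: 0% = DMSO with enzyme and 100% = substrate without enzyme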
E coli Lon inh: inhibitors of E. coli Lon protease, primary screen, biochemical, fluorescence polarization | purified E. coli Lon protease | P0A9M0 | AID 602123, 2011 | 360,000 compounds, 0.42% hits | inhibition, % at 7.94 µM; in the data active means inhibition above about 13%, passing the limit was not always enough;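 further: 0% = enzyme with probe and DMSO and 100% = no enzyme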
Neddylation inh: inhibitors of cullin neddylation, primary screen, biochemical, TR-FRET, uHTS, NAE and Ubc12 | calls only at 25 µM | 360,000 compounds, 0.58% hits; in the data active means inhibition above about 36%
Active calls of the source: *; i = inactive; x = no result given.

Below each compound – MLLE-PAM2 inh | Rin1-Abl PPI inh | NRP1-CendR mod | MsrA act | SKN-1 block | MT1-MMP act inh | FAS TE block | E coli Lon inh | Neddylation inh
> N[C@@H](CO)c1nnc([C@H](CCC(=O)O)NC(=O)C2CCNCC2)o1
  7 | -1 | 16 | -2 | 2 | -3 | -10 | 6 | i
> CCO/C=C1\C(=O)N(c2ccc(OCC)cc2)C(=O)c2ccccc21
  3 | 0 | -35 | -8 | -7 | 1 | 34 | 8 | x
> Cc1cc(NS(=O)(=O)N(C)C)ccc1C(C)C
  0 | 0 | -2 | -2 | 2 | -3 | -2 | -4 | i
> COc1cc(NC(=O)Cn2c(-c3cncs3)nc3ccccc32)cc(OC)c1OC
  7 | 3 | 7 | -1 | 10 | 4 | -2 | 0 | i
> CSc1nc(NCCOCCO)c2sc3nc(-c4ccco4)c4c(c3c2n1)CCC4
  -6 | -4 | -122 | -5 | 17 | -2 | 3 | -3 | i
> O=C(NC1CCN(Cc2ccccc2)CC1)C1COc2ccccc2O1 (centres undefined)
  -4 | 3 | 3 | -5 | 13 | -1 | -6 | -7 | i
> COc1cc(OC)cc(C(=O)NC(C(=O)Nc2ccc3nc(C)sc3c2)C(C)C)c1 (centres undefined)
  2 | 2 | 4 | -2 | 14 | -3 | 3 | -10 | i
> CCCN1CCC(=O)N([C@H](CO)CC(C)C)CC1
  -6 | -1 | 6 | -1 | 10 | 0 | -4 | -18 | i
> Cc1cccc(OCCCOc2cccc3cccnc23)c1C
  -3 | -2 | 10 | -7 | 5 | -3 | 15 | -5 | i
> COc1cccc(CN2CCC2(C)C(=O)Nc2ccc(Cl)c(Cl)c2)c1F (centres undefined)
  10 | -1 | -5 | -1 | -3 | 0 | 32 | 3 | i
> Cc1nnc(SCC(=O)NC2CCCCC2)n1-c1ccccc1
  8 | 1 | -11 | 2 | 2 | 3 | -5 | -17 | i
> CCOc1cc(/C=N/NC(=O)c2cc(C3CC3)[nH]n2)ccc1O
  -7 | 3 | -1 | -2 | -2 | 4 | -8 | -4 | i
> COc1ccc(Cn2c(C)nnc2-c2cnn(C)c2N)cc1OC
  -6 | 2 | -6 | -6 | 14 | 0 | -6 | -2 | i
> CC1(C)CC(O)C(C(O)c2cccc([N+](=O)[O-])c2)C(C)(C)N1 (centres undefined)
  -6 | -3 | 13 | -7 | -2 | -1 | -10 | -6 | i
> Cc1c(C)n2c(SCC(=O)N3CCCCCC3)nnc2[nH]c1=O
  4 | -1 | -10 | -2 | 15 | -3 | -7 | -4 | i

Overlap with the part before: three entries, then new ones.
Below each compound – MLLE-PAM2 inh | Rin1-Abl PPI inh | NRP1-CendR mod | MsrA act | SKN-1 block | MT1-MMP act inh | FAS TE block | E coli Lon inh | Neddylation inh
> COc1ccc(Cn2c(C)nnc2-c2cnn(C)c2N)cc1OC
  -6 | 2 | -6 | -6 | 14 | 0 | -6 | -2 | i
> CC1(C)CC(O)C(C(O)c2cccc([N+](=O)[O-])c2)C(C)(C)N1 (centres undefined)
  -6 | -3 | 13 | -7 | -2 | -1 | -10 | -6 | i
> Cc1c(C)n2c(SCC(=O)N3CCCCCC3)nnc2[nH]c1=O
  4 | -1 | -10 | -2 | 15 | -3 | -7 | -4 | i
> CSc1nc2sc3c(c2c(=O)n1C)CCC(C)C3 (centres undefined)
  -4 | -1 | -16 | 0 | 14 | -4 | 14 | 3 | i
> O=C(NCCN1CCCC(O)C1)c1cc(COc2ccc(F)cc2Cl)on1 (centres undefined)
  4 | 1 | -7 | -1 | -2 | 0 | -5 | -1 | i
> O=C(c1cccc(NS(=O)(=O)c2ccc(F)cc2)c1)N1CCN(c2ccccc2)CC1
  -6 | 4 | 10 | -9 | 1 | 5 | 3 | 6 | i
> CCN(CC)S(=O)(=O)c1cc(NC(=O)CCNC(=O)c2ccccc2Cl)ccc1C
  12 | -5 | -6 | -5 | -3 | 6 | -7 | 0 | i
> O=C(O)c1cc(-c2ccccc2Cl)n(-c2cccc(Cl)c2)n1
  5 | -2 | -8 | -2 | 2 | 4 | -3 | -1 | i
> COc1ccc(Nc2ncnc3ccc(Br)cc23)c(OC)c1
  -3 | -2 | 5 | 1 | -7 | -3 | -3 | 5 | i
> CCOC(=O)c1c(C)[nH]c(C=Nc2ccc(OC)cc2)c1O
  13 | -3 | -11 | -2 | -9 | -1 | -7 | 11 | i
> C[C@@H]1CN([C@H](C)CO)C(=O)c2cc(Br)cnc2O[C@H]1CN(C)C(=O)Nc1ccccc1F
  0 | 0 | 0 | -7 | -19 | 0 | -6 | -2 | i
> CC(C)c1ccc(S(=O)(=O)N2CCN(CCC(=O)Nc3ccc(N(C)C)cc3)CC2)cc1
  -4 | -1 | 3 | -1 | 20 | -4 | 7 | -10 | i
> CC(C)=CCOc1ccc2c(C)c(CCC(=O)N3C[C@H]4C[C@@H](C3)c3cccc(=O)n3C4)c(=O)oc2c1C
  -1 | 0 | -14 | -2 | 12 | 3 | -4 | 5 | x
> Cc1ccc(C)c(/C(O)=C2/C(=O)C(=O)N(CCN3CCOCC3)C2c2ccc(C)o2)c1 (centres undefined)
  8 | 0 | -21 | 2 | -7 | -10 | -3 | 3 | i
> COc1ccc(CCNC(=O)CN(c2cc(C)cc(C)c2)S(=O)(=O)c2c(C)noc2C)cc1OC
  -5 | -1 | -2 | 0 | 8 | -2 | -1 | -1 | i
> CCN(CC)S(=O)(=O)c1ccc(OC)c(NC(=O)c2cccc(C)c2[N+](=O)[O-])c1
  7 | 1 | -1 | -7 | 4 | 1 | 4 | 1 | i
> O=C(COC(=O)c1ccccc1OCc1ccc(Cl)cc1)NCC1CCCO1 (centres undefined)
  2 | 3 | 15 | -3 | 13 | -2 | 14 | -7 | i
> COc1ccccc1NS(=O)(=O)c1cc(-c2cc(C)no2)ccc1OC
  -6 | -1 | 5 | 0 | 19 | 3 | 6 | 1 | i
> O=C(NC12CC3CC(CC(C3)C1)C2)c1cccc(OC(F)F)c1
  -7 | 5 | 10 | -6 | -10 | -1 | 16 | 10 | i
> Oc1ccccc1Nc1nc(-c2ccccc2O)nc2ccccc12
  0 | 3 | 5 | -4 | -3 | -2 | -6 | -2 | i
> CCCC(=O)NCCc1nc2ccccc2n1CC(=O)c1ccccc1
  -9 | -3 | -16 | -4 | 9 | 3 | -9 | 0 | i
> COc1ccccc1NS(=O)(=O)c1ccc2oc(=O)ccc2c1
  3 | 0 | 5 | -1 | -6 | 0 | 0 | 6 | i
> COc1ccc(NC(=O)CCN2C(=O)NC3(CCCC3)C2=O)cc1Cl
  8 | 1 | -1 | -11 | 2 | 0 | -8 | 3 | i
> O=C(NC1CCN(Cc2ccccc2)CC1)c1cc(-c2ccccn2)nc2ccccc12
  0 | -1 | -5 | 1 | 29 | 2 | -1 | -10 | i
> CCn1cc(CN2CCCC(CNS(=O)(=O)c3ccc(OC)cc3)C2)cn1 (centres undefined)
  -9 | 1 | 10 | -4 | -3 | -7 | -6 | -1 | i
> O=c1c(-c2ccnn2-c2ccc(F)cc2)cnc2n1CCS2
  -1 | -3 | -4 | -2 | -10 | -2 | -7 | -1 | i
> O=C1CC(c2cccc([N+](=O)[O-])c2)c2c(ccc3ccccc23)N1 (centres undefined)
  -10 | -6 | 2 | -1 | 28 | -11 | 55* | 0 | i
> Cc1c(NC(=O)C(C)OC(=O)c2cc(Cl)ccc2O)c(=O)n(-c2ccccc2)n1C (centres undefined)
  -17 | -4 | 4 | -4 | -2 | 9 | -9 | 5 | i
> COc1ccc(-c2cc(C)no2)cc1S(=O)(=O)NCc1ccc(OC(C)C)cc1
  -7 | -2 | -11 | 0 | 0 | 1 | 1 | -9 | i
> CCC(=O)NCCn1ccc2ccccc21
  4 | -2 | -4 | -2 | 6 | 4 | -1 | -5 | i
> Cc1ccc(S(=O)(=O)N(CC(=O)NCCSC2CCCCC2)c2ccccc2F)cc1
  -3 | -1 | -2 | -1 | -13 | -3 | 21 | -9 | i
> Cc1ccccc1Nc1ccc(S(=O)(=O)N2CCOCC2)cc1[N+](=O)[O-]
  -14 | -6 | 10 | -2 | -6 | -1 | 10 | -11 | i
> CSc1nc(C)cc(OCNC(=O)c2cccs2)n1
  -7 | -3 | 1 | -2 | 1 | -1 | -6 | -1 | i
> Cc1ccc(CNC(=O)c2ccc(N3CCC4(CC3)CC(c3cccc(Br)c3)=NO4)c(NC(=O)c3ccco3)c2)cc1
  4 | 1 | 13 | -5 | 5 | 8 | 31 | -5 | i
> CC(=O)Nc1ccc2c(COC(=O)[C@@H](NS(=O)(=O)c3ccc(C)cc3)C(C)C)cc(=O)oc2c1
  1 | 2 | -4 | -10 | -2 | 2 | -4 | 1 | x
> C/C(=N\NC(=O)CSc1nc2ccccc2s1)c1cccnc1
  4 | 1 | 16 | 0 | 9 | 2 | -2 | -2 | i
> CCNC(=O)NC(=O)COC(=O)c1cccc(S(=O)(=O)N2CC3(C)CC2CC(C)(C)C3)c1 (centres undefined)
  -24 | -2 | -1 | -1 | 10 | 1 | 12 | -18 | i
> c1ccc(Cc2nc3ccccc3s2)cc1
  22 | -1 | 16 | -1 | 18 | -1 | 6 | 7 | i
> O=C(c1ccccc1)c1ccc(Sc2ccc([N+](=O)[O-])cc2)cc1
  11 | -2 | 2 | -6 | 0 | 5 | 32 | 7 | i
> COc1ccc2oc(C(=O)N3CCN(S(=O)(=O)c4ccc(F)cc4)CC3)c(C)c2c1
  -7 | 4 | -3 | 1 | 5 | -4 | 16 | -7 | i
> C/C(=N\NC(N)=O)c1ccc(-n2ccnc2)cc1
  13 | -4 | 1 | -3 | 11 | 1 | -5 | 0 | i
> COc1c(Cl)cnn(-c2ccc(Cl)c(Cl)c2)c1=O
  -14 | -4 | -1 | 5 | 1 | 4 | 4 | -1 | i
> C=CCc1cc(C)ccc1OCC(O)CN1CCN(c2ccccc2)CC1 (centres undefined)
  -6 | 2 | 6 | 1 | -3 | -3 | 8 | -6 | i
> CCCc1nnc(NC(=O)C(=O)NCCN(CC)CC)s1
  5 | -1 | 2 | -6 | -1 | 3 | -4 | -4 | i
> O=S(=O)(Nc1ccc2c(c1)OCCO2)c1ccc(F)c(F)c1
  -19 | 0 | 6 | -3 | -1 | 0 | -2 | 2 | i
> CCc1cccc(NS(=O)(=O)c2cccc3cccnc23)c1
  4 | 3 | -4 | -3 | 10 | -4 | 7 | 1 | i
> CC(=O)Nc1ccc(NC(=O)CSc2nnc(C)n2-c2ccccc2)cc1
  1 | -2 | -12 | -2 | 11 | -4 | -4 | -14 | i

Record cards (already shown). Order of screens: MLLE-PAM2 inh	Rin1-Abl PPI inh	NRP1-CendR mod	MsrA act	SKN-1 block	MT1-MMP act inh	FAS TE block	E coli Lon inh	Neddylation inh
CCOC(=O)c1c(C)[nH]c(C=Nc2ccc(OC)cc2)c1O is entered as 13	-3	-11	-2	-9	-1	-7	11	i
O=C(c1ccccc1)c1ccc(Sc2ccc([N+](=O)[O-])cc2)cc1 is entered as 11	-2	2	-6	0	5	32	7	i
N[C@@H](CO)c1nnc([C@H](CCC(=O)O)NC(=O)C2CCNCC2)o1 is entered as 7	-1	16	-2	2	-3	-10	6	i
CCn1cc(CN2CCCC(CNS(=O)(=O)c3ccc(OC)cc3)C2)cn1 (centres undefined) is entered as -9	1	10	-4	-3	-7	-6	-1	i
O=C(NC1CCN(Cc2ccccc2)CC1)c1cc(-c2ccccn2)nc2ccccc12 is entered as 0	-1	-5	1	29	2	-1	-10	i

From PubChem
